Screening data from PubChem.
BLM helicase inh: Bloom syndrome helicase (human) inhibition. AID 2528. recombinant BLM DNA unwinding, fluorescence dequenching. P54132. hit rate 0.2% among 350,000. Potency, µM (doses to about 56.1 µM), for the others: at the top dose activity change, negative = inhibition, usual class: inhibitors;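 further: potency means the concentration at half of the fitted maximal effect; plate controls were vehicle for no effect and no enzyme for full effect; nearly all actives have a fitted effect of over 35% in size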
Pol beta inh: DNA polymerase beta (human) inhibition; P06746; Pol beta primer extension/strand displacement, fluorescence kinetic; Potency, µM (series often up to 114 µM), inactives show at the top dose activity change, negative = inhibition, most hits filed as inhibitors; hit rate 1.3% among 340,000; AID 485314; further: potency means the concentration at half of the fitted maximal effect; on the % scale 0 is the no-effect control and ±100 the full control effect
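10 nM enzyme + cpd, 15 min RT; start with substrate 50 nM final; read 0 min and after 10 min RT. Corrected, normalized data; 4-parameter Hill curve fit.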
Tb PGK inh: inhibitors of T. brucei phosphoglycerate kinase; P07378; PGK/GAPDH coupled, Kinase-Glo luminescence, 60 min; Potency, µM (top dose mostly 57.5 µM), without a hit: top-dose activity change, negative = inhibition, hits mostly inhibitors; hit rate 0.043% among 380,000; further: potency means the concentration at half of the fitted maximal effect; on the % scale 0 is the no-effect control and ±100 the full control effect; nearly all actives have a fitted effect of over 60% in size
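Recombinant glycosomal PGK reaction used 1,3-bisphosphoglycerate generated in-well by GAPDH (100nM final) in 100mM TEA pH 7.6, 5mM MgCl2, 0.01% Tween-20. After 60 minutes at room temperature, ATP was read by Kinase-Glo Plus luminescence end-point.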
POLK inh: blocks human DNA polymerase kappa activity; Potency, µM (highest dose often 107 µM), for inactives: top-dose activity, negative = inhibition, usual class: inhibitors; purified Pol kappa, fluorescent DNA synthesis assay, 10 min; hit rate 0.53% among 400,000; Q9UBT6; AID 588579; further: potency means the concentration at half of the fitted maximal effect; on the % scale 0 is the no-effect control and ±100 the full control effect
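10 nM Pol kappa was preincubated with compounds for 15 min at room temperature. Reaction started with 50 nM (final) substrate. Fluorescence read kinetically at 0 and 10 min.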
Pol iota inh: inhibitors of human DNA polymerase iota | Q9UNA4 | Potency, µM (top dose mostly 115 µM), for the others: at the top dose activity, negative = inhibition, actives largely listed as inhibitors | AID 588590 | Pol iota fluorescent replication assay, 10 min | hit rate 1% among 390,000; further: potency means the concentration at half of the fitted maximal effect
Target sequence (Q9UNA4 whole entry, looked up): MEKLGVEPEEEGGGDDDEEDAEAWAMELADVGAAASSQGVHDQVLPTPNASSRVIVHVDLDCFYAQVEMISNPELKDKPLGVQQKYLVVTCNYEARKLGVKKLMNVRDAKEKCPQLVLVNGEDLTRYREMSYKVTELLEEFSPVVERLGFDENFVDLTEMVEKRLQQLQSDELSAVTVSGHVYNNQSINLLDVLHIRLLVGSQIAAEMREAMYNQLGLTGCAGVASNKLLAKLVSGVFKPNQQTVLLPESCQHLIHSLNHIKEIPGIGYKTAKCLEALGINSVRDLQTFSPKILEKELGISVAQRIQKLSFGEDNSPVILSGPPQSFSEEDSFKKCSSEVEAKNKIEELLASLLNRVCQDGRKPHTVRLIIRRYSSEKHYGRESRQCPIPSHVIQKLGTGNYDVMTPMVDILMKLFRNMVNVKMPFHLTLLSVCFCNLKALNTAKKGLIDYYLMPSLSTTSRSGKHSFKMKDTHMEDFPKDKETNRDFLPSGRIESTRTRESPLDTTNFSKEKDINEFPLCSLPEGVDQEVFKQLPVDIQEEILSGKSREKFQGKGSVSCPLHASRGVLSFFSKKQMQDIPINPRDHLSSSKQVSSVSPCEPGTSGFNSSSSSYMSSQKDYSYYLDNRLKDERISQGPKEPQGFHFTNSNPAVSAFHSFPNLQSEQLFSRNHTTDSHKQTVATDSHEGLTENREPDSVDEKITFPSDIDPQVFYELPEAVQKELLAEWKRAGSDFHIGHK
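Fluorescent replication assay read twice, at 0 min and 10 min after adding 50 nM (final) substrate. Enzyme (10 nM) and compounds were first incubated 15 min at room temperature; enzyme-free buffer wells were negative controls.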
APEX1 inh: blocks human APE1 abasic DNA cleavage; recombinant APE1, TAMRA/BHQ-2 abasic DNA cleavage fluorescence; Potency, µM (top dose mostly 65.8 µM), for the others: top-dose activity change, negative = inhibition, actives largely listed as inhibitors; hit rate 0.35% among 350,000; AID 2517;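 further: potency means the concentration at half of the fitted maximal effect; plate controls were vehicle for no effect and reference inhibitor for full effect; nearly all actives have a fitted effect of over 55% in size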
Target sequence (P27695 whole entry, looked up): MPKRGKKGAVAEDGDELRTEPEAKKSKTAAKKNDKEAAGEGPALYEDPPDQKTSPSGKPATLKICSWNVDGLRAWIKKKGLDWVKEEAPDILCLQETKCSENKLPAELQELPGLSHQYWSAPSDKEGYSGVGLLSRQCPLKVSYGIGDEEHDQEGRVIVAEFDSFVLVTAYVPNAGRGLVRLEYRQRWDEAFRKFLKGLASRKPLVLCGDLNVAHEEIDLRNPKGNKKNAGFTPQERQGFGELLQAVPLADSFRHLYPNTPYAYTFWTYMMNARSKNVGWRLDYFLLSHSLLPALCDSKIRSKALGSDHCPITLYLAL
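Endonuclease cleavage of a quenched abasic-site DNA duplex (50 nM) by APE1 (0.75 nM) was tracked by TAMRA dequenching. Compounds were preincubated with enzyme 15 min at room temperature; data normalized to buffer-only and DMSO wells plus NSC13755 control.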
RXFP1 antagonist: blocks the human relaxin receptor RXFP1; Q9HBX9; HEK293-RXFP1, relaxin-stimulated cAMP HTRF, 30 min; active compounds read low; activity change, negative = inhibition, % at 57.5 µM; hit rate 0.59% among 350,000; AID 1259400;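 active means activity change of -60% or lower, but not beyond a set lower limit; inconclusive means change between -60% and -40%, or beyond the set limit; inactive means change above -40%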; further: on the % scale 0 is the no-effect control and ±100 the full control effect
Pol eta inh: inhibitors of human DNA polymerase eta. Q9Y253. recombinant Pol eta, fluorescent DNA replication assay. Potency, µM (doses to about 114 µM), inactives show at the top dose activity change, negative = inhibition, usual class: inhibitors. hit rate 1.2% among 390,000. AID 588591; further: potency means the concentration at half of the fitted maximal effect; on the % scale 0 is the no-effect control and ±100 the full control effect
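Pol eta (10 nM) was preincubated with compounds for 15 min at room temperature, after which fluorescent replication substrate (50 nM final) was added to start the reaction. Fluorescence was read kinetically at 0 and 10 min.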
Anesthetic bind: binds horse apoferritin like a general anesthetic; P02791; apoferritin/1-aminoanthracene competitive binding, fluorescence; Potency, µM (top dose mostly 77.5 µM), inactives show at the highest dose activity change, negative = displacement, usual class: inhibitors; hit rate 0.074% among 350,000; AID 485281; further: potency means the concentration at half of the fitted maximal effect; on the % scale 0 is the no-effect control and ±100 the full control effect; nearly all actives have a fitted effect of over 20% in size
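Horse-spleen apoferritin (10 uM) in 50% saturated 1-aminoanthracene in PBS was incubated 10 min at room temperature with compound. Fluorescence (ex 380, em 535 nm) was normalized to free and bound 1-AMA, with concentration-response fitted by a four-parameter Hill equation.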
An asterisk follows results filed as active; i = inactive; ? = inconclusive; . = not tested or not shown; [ ] = remark or other dose. Unless noted, the call rests on the fitted dose curve; in most records, active means well fitted curve in the direction sought with a large enough effect; inconclusive means small, poorly fitted or top-dose-only effect, or another doubt; inactive means no such curve, though single readings can be large; an effect the other way counts as inactive or inconclusive. This is a subset, so the mix of outcomes need not match the whole.

Order of values – BLM helicase inh	Pol beta inh	Tb PGK inh	POLK inh	Pol iota inh	APEX1 inh	RXFP1 antagonist	Pol eta inh	Anesthetic bind
CSc1ccc(Cl)c(C(=O)NNC(=O)c2cccs2)c1
 : .	.	1%	-1%	12%	0%	-1	-2%	.
CCOC(=O)C1=C(COC(=O)/C=C/c2ccc(OC)c(OC)c2)NC(=O)NC1C (stereo not given)
 : .	.	-1%	-21%	11%	-2%	-1	0%	.
O=C(NCC1CCCN1S(=O)(=O)c1cccs1)c1ccc(F)cc1 (stereo not given)
 : .	.	-1%	-4%	32%[activator]	12%	-2	-19%	.
CN(CCC1CCOCC1)C(=O)CC1C(=O)NCCN1Cc1cccc(F)c1 (stereo not given)
 : -2%	30%	1%	-19%	43%[activator]	3%	-3	-8%	-2%
Cc1cc(C(=O)Nc2c(C)nn(Cc3ccccc3)c2C)on1
 : 4%	11%	-10%	-2%	29%	-1%	.	-21%	-2%
C=CCOc1ccc(/C=C/C(=O)Nc2ccc(C(=O)NC)cc2)cc1
 : 1%	1%	10%	-14%	-17%	-3%	21	7%	128%[activator]
CCCCN1CC(C)(C)Oc2cccc(F)c2S1(=O)=O
 : .	.	0%	5%	16%	.	.	2%	.
CC1CCCC(C)N1CCCNC(=O)Cn1ncc2c3ccccc3n(C)c2c1=O (stereo not given)
 : -4%	72%	0%	-5%	-11%	0%	-4	-6%	-5%
COc1ccc(S(=O)(=O)Nc2ccc3c(c2)C(=O)N([C@H](C)CO)C[C@H](C)[C@@H](CN(C)S(=O)(=O)c2ccc(OC)cc2)O3)cc1
 : .	.	-7%	-2%	-19%	.	.	-14%	.
COCCN(C(=O)c1snc(C(N)=O)c1N)C(C(=O)NC1CCCC1)c1cc(OC)c(OC)c(OC)c1 (stereo not given)
 : -3%	40%	9%	-8%	24%	9%	18	9%	4%
C=CCN1C=C2C(=O)C(C)(OC(=O)c3cccs3)C(=O)C=C2C=C1CCCC(=O)OC (stereo not given)
 : -2%[12.4 µM]	-13%	0%	?	?	-9%[12.4 µM]	.	-1%	1%
Nc1nc(Nc2ccccc2Br)nc(C(F)(F)F)n1
 : -2%	10%	-2%	-5%	9%	0%	.	-16%	-8%
Cn1c(-c2ccccc2)cnc1NCc1cc2c(cc1[N+](=O)[O-])OCO2
 : -3%	0%	-11%	-8%	182%[activator]	18%	-3	-10%	-8%
Clc1cccc(Cc2nn[nH]n2)c1
 : -5%	4%	-11%	0%	3%	-3%	.	-13%	0%
c1ccc(CC(Nc2ccccn2)c2ccccc2)cc1 (stereo not given)
 : -5%	-29%	1%	-20%	52%[activator]	-5%	-60*	-5%	?
CS(=O)(=O)N(CC(=O)N1CCN(Cc2ccccc2)CC1)c1cccc(F)c1
 : -10%	21%	7%	1%	0%	0%	1	-19%	-2%
COc1ccc(C2c3[nH]c4ccccc4c3C[C@H]3C(=O)N(CC(C)C)CC(=O)N23)c(OC)c1 (stereo not given in full)
 : -11%	-26%	3%	-12%	89%[activator]	33%	-1	-23%	-8%
CCc1cc(C(=O)Cc2nc3ccccc3[nH]2)c(O)cc1O
 : -5%	0%	-12%	9%	0%	1%	-3	-14%	-9%
CCCCOC(=O)CSC1=C(C#N)C(c2ccccc2OCC)C(C#N)C(=O)N1 (stereo not given)
 : -2%	12%	-2%	-38%	79µM*	-6%	41	-15%	-19%
CCOc1ccc(NC(=O)Nc2cc(C)on2)cc1
 : -4%	-1%	-5%	-6%	1%	-4%	-7	-13%	-1%

Of the compounds above, these contain a Cl atom:
Order of values – BLM helicase inh	Pol beta inh	Tb PGK inh	POLK inh	Pol iota inh	APEX1 inh	RXFP1 antagonist	Pol eta inh	Anesthetic bind
CSc1ccc(Cl)c(C(=O)NNC(=O)c2cccs2)c1
 : .	.	1%	-1%	12%	0%	-1	-2%	.
Clc1cccc(Cc2nn[nH]n2)c1
 : -5%	4%	-11%	0%	3%	-3%	.	-13%	0%

Continuation:
Order of values – BLM helicase inh	Pol beta inh	Tb PGK inh	POLK inh	Pol iota inh	APEX1 inh	RXFP1 antagonist	Pol eta inh	Anesthetic bind
CCOc1ccc(OCc2cccc(C(=O)N(CC)CC)c2)cc1
 : -3%	17%	5%	-1%	62%[activator]	-4%	-10	-17%	-17%
CCN(CC)c1nn2c(=O)c(C(=O)NCc3ccccc3Br)cnc2s1
 : 2%	11%	i	35%	26%	.	-25	-9%	?
COC(=O)c1cnc[nH]1
 : -2%	86%	-5%	16%	24%	13%	.	-10%	0%
O=C(COc1coc(CN2CCCc3ccccc32)cc1=O)Nc1ccccc1
 : .	.	9%	-11%	31%[activator]	-4%	-29	-10%	.
COC(=O)c1ccccc1COn1c(=O)c[n+]([O-])c2ccccc21
 : -6%	17%	-10%	8%	-8%	-2%	-5	-8%	-10%
CCCCSc1nnc(CSc2ncccn2)n1C
 : -12%	-16%	0%	-13%	69%[activator]	2%	1	-4%	-3%
COC(=O)[C@]1(C)N[C@H](CN(C)C(=O)c2ccc(C(C)(C)C)cc2)[C@@H]2C(=O)N(Cc3ccccc3)C(=O)[C@@H]21
 : .	.	5%	-14%	?	15%	.	-17%	.
Cn1c(=O)c2c(nc(N3CCC(C(N)=O)CC3)n2CCSc2nc3ccccc3s2)n(C)c1=O
 : -1%	28%	5%	0%	27%	-1%	6	-18%	?
C=C1CCC[C@]2(C)C[C@H]3OC(=O)C(CN(Cc4ccc(OC)c(OC)c4)CC(C)O)[C@H]3CC12 (stereo not given in full)
 : -2%	-12%	0%	-7%	3%	2%	-12	-18%	-17%
CC(NC(=O)c1ccc(Br)o1)c1ccc(-n2ccnc2)cc1 (stereo not given)
 : .	.	0%	-7%	-14%	2%	10	-15%	.
Cc1cc(N)ccc1-n1nc2ccccc2n1
 : .	.	-2%	-1%	25%	.	8	-14%	.
CSc1ccccc1NC(=O)C1CCCN(S(C)(=O)=O)C1 (stereo not given)
 : -3%	-7%	0%	-11%	29%	21%	2	-3%	-3%
Cc1cnc(C(=O)Nc2ccc(C(=O)N3CCCCC3)cc2)cn1
 : 3%	3%	-1%	-6%	10%	-5%	-5	-7%	-18%
COc1ccc(CNS(=O)(=O)c2ccc3oc(C(=O)O)c(C)c3c2)cc1
 : -2%	18%	-4%	-7%	-4%[58.9 µM]	5%	41	-4%	1%
O=C(NCc1cccs1)C1CCCN(C(=O)Nc2ccc(F)cc2)C1 (stereo not given)
 : 2%	9%	-4%	-3%	170%[activator]	3%	13	-17%	-11%
COc1cccc(N(C(=O)Cn2nnc(-c3ccc(F)cc3)n2)C(C(=O)NCC2CCCO2)c2ccc(Cl)cc2)c1 (stereo not given)
 : 3%	-1%	1%	-17%	5%	2%	-6	-11%	-5%
Cn1cc(C(=O)C(=O)NC2CCCCC2)c2ccccc21
 : -12%	1%	-3%	-15%	-7%	-6%	5	-22%	?
CC12CC[C@@H]3c4ccc(OS(=O)(=O)O)cc4CC[C@H]3C1CCC2=O (stereo not given in full)
 : 3%[21.4 µM]	.	.	-5%[12 µM]	.	3%[21 µM]	.	.	3%[29.3 µM]
CCOc1ccc(-c2nnc(N3CCCCC3)c3ccccc23)cc1
 : 1%	14%	-2%	-9%	7%	12%	-32	-15%	-16%
CCOC(=O)Cc1csc(NC(=O)CSc2nc(-c3ccccc3)c(C#N)c(=O)[nH]2)n1
 : -1%	14%	-1%	3%	-9%	-3%	0	-7%	-11%

(listing goes on)
Order of values – BLM helicase inh	Pol beta inh	Tb PGK inh	POLK inh	Pol iota inh	APEX1 inh	RXFP1 antagonist	Pol eta inh	Anesthetic bind
CC(=O)NCCc1ccc(C(=O)CSc2nnc(C3CC3)n2C2CC2)cc1
 : .	.	i	13%	-4%	48%[activator]	-15	-4%	.
COc1ccc(CNC(=O)c2ccc(-c3nc(CS(=O)c4ccc(C)cc4)c(C)o3)cc2)cc1 (stereo not given)
 : -13%	-27%	-7%	-3%	?	.	.	?	-14%
CC12CCC(C(=O)C1)C1(C)CCCC(=O)C21 (stereo not given)
 : .	.	-2%	-10%	-3%	.	-7	-15%	.
CC(C)/C=C/C(=O)N1CCC(N2CCC(C(=O)NCc3ccccn3)CC2)CC1
 : -2%	29%	7%	-4%	18%	54%[activator]	-4	-17%	-4%
O=C1N[C@@H](Cc2ccccc2)COC(=O)[C@H](Cc2ccc(F)cc2)CC/C=C/C[C@H]1CC(=O)N(CCO)Cc1ccccc1
 : .	.	-7%	-4%	-16%	-16%	.	-12%	.
Cc1ccc(OCCC(=O)Nc2ccc(S(=O)(=O)Nc3nccs3)cc2)cc1
 : .	.	-11%	-10%	?	-13%	3	-24%	.
O=C(C1=C(O)C(=O)N(Cc2cccnc2)C1c1cccc(Oc2ccccc2)c1)c1ccco1 (stereo not given)
 : .	.	-7%	-6%	12%	-1%	12	-17%	.
O=C(c1cccc(Cl)c1)N1CCN(Cc2ccncc2)CC1
 : 3%	4%	-4%	-2%	13%	-2%	-11	1%	5%
Cc1ccc(/C=C/C(=O)OC(C)C(=O)Nc2ccc(Cl)cn2)o1 (stereo not given)
 : -3%	20%	-10%	-16%	-1%	-1%	-5	-19%	-12%
COc1ccc2c(c1)Cc1sc(NC(=O)c3cccs3)nc1-2
 : -20%	2%	-11%	-24%	33%[activator]	-13%	-26	?	-3%
CC[C@H](C)[C@H](NC(N)=O)C(=O)NCCc1ccc(Cl)cc1Cl
 : -10%	0%	-5%	-9%	91%[activator]	?	-14	-2%	0%
COCC(C)Nc1ncnc2c1cnn2-c1cccc(Cl)c1 (stereo not given)
 : -3%	2%	i	-11%[60.1 µM]	-1%	.	-4	-16%	1%
Cc1ccc(CCNC(=O)CCN2N=C(c3ccc(C)cc3)CCC2=O)cc1
 : 3%	-4%	i	-19%[60.1 µM]	-2%	.	-26	-13%	-16%
CC(c1ccco1)N(C(=O)c1cccc(Br)c1)c1ccccn1 (stereo not given)
 : -1%	0%	-12%	1%	81%[activator]	75%[activator][12.4 µM]	-2	-18%	-3%
CCc1ccc(Nc2nc3ccccc3c(=O)s2)cc1
 : -6%	7%	i	1%	?	11%	-12	-12%	3%
